Screens from PubChem.
Autophagy mod: autophagy modulators in MEF cells, primary screen, imaging, high-content, MEF GFP-LC3. MEF GFP-LC3 puncta imaging; test concentration mostly 10 µM. calls only at 10 µM (by protocol). actives 0.98% (n = 190,000). AID 463193, 2010;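 active = percentage of spot-positive cells more than 3 SD above its plate mean, without a fluorescence outlier flag or 80% toxicity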;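 note: spot-positive cell cutoff set from DMSO-treated cells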
Lipid droplet: inhibitors of hepatocyte lipid droplet formation, primary screen, imaging, high-throughput imaging, BODIPY stain. AML12 mouse hepatocytes, oleate lipid droplets. inhibition, % at 6.5 µM. actives 0.4% (n = 240,000). AID 1656, 2009;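 active = lipid droplet intensity inhibited by at least 50%, with more than 500 cells counted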
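Assay system: AML12 mouse liver cells | Compound: 6.5 µM single-point dosing | Schedule: Overnight exposure | Technique: Fluorescence imaging, 20x objective, two fields per well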
HEK293 NOD2/NF-kB: NOD2 signaling inhibitors, cell-based, luminescence, uHTS, HEK293 (AID 1566) | actives 0.63% (n = 290,000) | HEK293 NOD2/NF-kB luciferase reporter, luminescence; higher % means a stronger effect | inhibition, % at 4 µM; hits with a dose series show EC50 in µM; in the data active = inhibition above about 50%; note: many of its hits are not listed in these tables
WT yeast gro inh: growth inhibition of WT strain, primary screen, mitochondrial fusion inhibitor project, WT and mutant strains, chemical genetic; AID 1362, 2008; inhibition, % at 10 µM; mitochondrial fusion phenotypic screen; actives 2.1% (n = 190,000); in the data active = inhibition above about 58%; tested in S. cerevisiae
Insulin prom up: insulin promoter activators in MIN6 cells, imaging, high-content screening, mouse beta cells | z-score at 5 µM | actives 0.3% (n = 190,000) | MIN6 insulin promoter-GFP reporter; active compounds read high;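 active = z-score above 3 at 5 µM with at least 500 cells counted in the well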
bCat nuc transl: modulators of beta-catenin nuclear translocation, primary screen, imaging, HeLa cells, immunofluorescence, high-content. nuclear translocation activity, % at 5 µM. actives 0.3% (n = 190,000);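 active = nuclear translocation activity above 50% at 5 µM, with a well cell count of 50 or more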;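 note: per-cell ratio of nuclear to cytoplasmic median beta-catenin stain intensity; plate controls were DMSO negative control for no effect and GSK-3 inhibitor IX positive control for full effect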
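Signal – beta-catenin immunofluorescence imaging with DAPI · Test system – human HeLa cell line · Dosing – 5 µM primary single dose, 0.1% DMSO, 0.02–20 µM confirmation series · Measure – % activation, nuclear-to-cytoplasmic median beta-catenin signal ratio per cell · Incubation – 24 h compound exposure at 37°C, 5% CO2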
MT stabilizer: microtubule stabilizers in HeLa cells, primary screen, imaging, high-content imaging. actives 0.83% (n = 200,000). % tubulin-high responders, % at 10 µM. HeLa tubulin immunostaining HCS, 24 h; share of cells brighter than vehicle mean+2SD;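 active = plate Z-score above 3 for both tubulin-high and condensed-nucleus cell shares, with cell loss under 80%, at 10 µM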;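 note: anti alpha tubulin signal scored within the nucleus-defined area of each cell; some results filed as inactive read as strong as hits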
Yfh1-depleted yeast: enhancers of respiration in Yfh1-depleted yeast, dose response, Friedreich's ataxia, plus single-dose screen (AID 1465); S. cerevisiae Yfh1-off respiration, WST-1 reduction, 72 h; higher fold induction means a stronger effect; fold induction at 50 µM; hits with a dose series show EC50 in µM; actives 0.074% (n = 220,000);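 active = fold induction of absorbance versus untreated yeast above a set limit, then at least 30% activation at any dose in follow-up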;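 note: activators that raise dye reduction in frataxin-depleted yeast; strong numbers were not always called active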
Dynein cargo inh: inhibitors of GR-EGFP nuclear translocation, primary screen, dynein cargo transport inhibitor project, imaging, high-content, 3617.4 mouse cells. test concentration mostly 20 µM; stimulated with dexamethasone, 1 µM; active compounds read low. z-score, hits read low. actives 0.47% (n = 220,000). AID 1381, 2008;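 active = plate z-score of nuclear minus cytoplasmic receptor signal below a set negative limit, without overly bright fluorescence or cell loss, cut at about -3.5 in these data, passing the limit was not always enough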;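 note: z-score of nuclear minus cytoplasmic ring GR-EGFP intensity difference per well; some compounds called inactive have numbers as strong as hits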
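Buffer or medium: tetracycline-free induction medium containing charcoal-stripped FBS / Reagent: dexamethasone agonist, 1.0 µM final, for 30 min / Technique: automated 10x imaging of fixed Hoechst-stained cells / Times: induction 48 h, compound 1 h, agonist 30 min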
WT yeast gro inh mutant strain: also measured in WT yeast gro inh; calls as there; inhibition, %; mitochondrial fusion phenotypic screen, mutant strain inhibition
Dynein cargo inh cytoplasmic EGFP: recorded beside Dynein cargo inh, whose call it bears; z-score; measured here: cytoplasmic GR-EGFP intensity; active compounds read high
Dynein cargo inh nuclear GR-EGFP: further read-out of Dynein cargo inh, marked with its call; z-score; measured here: nuclear GR-EGFP intensity;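 lower value marks the stronger effect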
Dynein cargo inh cell count: further read-out of Dynein cargo inh, marked with its call; z-score; measured here: cell count per field
Insulin prom up cell count: recorded beside Insulin prom up, whose call it bears; cell count; measured here: cytotoxicity, nuclei count;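 total cells summed across four imaged fields per well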
Lipid droplet cells 6.5 µM: also measured in Lipid droplet; calls as there; cell count; measured here: cell count, cytotoxicity flag;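 cells counted across two imaged fields per well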
bCat nuc transl cell count 5 µM: recorded beside bCat nuc transl, whose call it bears; cell count; measured here: cell count, cytotoxicity flag
MT stabilizer Hoechst-high %: recorded beside MT stabilizer, whose call it bears; % Hoechst-high responders; measured here: nuclear condensation Hoechst responders;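 share of cells brighter than vehicle mean plus two SD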
MT stabilizer cytotoxicity %: second read-out of MT stabilizer, no call of its own (marks repeat the call); toxicity, %; measured here: cytotoxicity by cell density;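 0% = mean cell density of plate MIN control wells and 100% = no cells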
Autophagy mod cell loss 18 h: also measured in Autophagy mod; calls as there; toxicity, %; measured here: cell loss, nuclei count;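 cell loss after 18 h compound exposure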
The depositor's hits bear a star. Some of the compounds tested; count on the stated rates, not on these rows.

What do the screens show for `O=C(NNC(=O)c1cc(-c2ccco2)nc2ccccc12)c1ccccc1`?
Lipid droplet: -30; HEK293 NOD2/NF-kB: 10%; Insulin prom up: 0.21; bCat nuc transl: -1.7; Yfh1-depleted yeast: inactive; Dynein cargo inh: -1.2; Dynein cargo inh cytoplasmic EGFP: -0.24; Dynein cargo inh nuclear GR-EGFP: -0.6; Dynein cargo inh cell count: 1; Insulin prom up cell count: 1450; Lipid droplet cells 6.5 µM: 730; bCat nuc transl cell count 5 µM: 1161

How did CC(C)c1ccc(C(CC(=O)c2ccc(Cl)cc2)C(=O)O)cc1 (stereo not drawn) do in these assays?
Autophagy mod: inactive; HEK293 NOD2/NF-kB: 10%; WT yeast gro inh: -13; MT stabilizer: 2.0; Yfh1-depleted yeast: inactive; Dynein cargo inh: 0.77; WT yeast gro inh mutant strain: -13; Dynein cargo inh cytoplasmic EGFP: -0.21; Dynein cargo inh nuclear GR-EGFP: -0.24; Dynein cargo inh cell count: 0.004; MT stabilizer Hoechst-high %: 1.6; MT stabilizer cytotoxicity %: 4.1; Autophagy mod cell loss 18 h: 0

Results for Cc1ccc(C)c(N2CCN(C(=O)Nc3ccc4c(c3)N(C)C(=O)CS4)CC2)c1 ?
Autophagy mod: inactive; Lipid droplet: -2; HEK293 NOD2/NF-kB: 24%; WT yeast gro inh: 50; Insulin prom up: -0.74; bCat nuc transl: 0.3; MT stabilizer: 3.5; Yfh1-depleted yeast: inactive; Dynein cargo inh: -0.04; WT yeast gro inh mutant strain: 14; Dynein cargo inh cytoplasmic EGFP: -0.22; Dynein cargo inh nuclear GR-EGFP: 0.19; Dynein cargo inh cell count: -0.48; Insulin prom up cell count: 941; Lipid droplet cells 6.5 µM: 680; bCat nuc transl cell count 5 µM: 1085; MT stabilizer Hoechst-high %: 2.8; MT stabilizer cytotoxicity %: 0.7; Autophagy mod cell loss 18 h: 25

What do the screens show for `C=CC[N+](C)(C)C/C(Cl)=C(\Cl)c1ccccc1`?
Autophagy mod: inactive; Lipid droplet: -2; HEK293 NOD2/NF-kB: 9%; WT yeast gro inh: 9; Insulin prom up: -0.81; bCat nuc transl: -1.8; MT stabilizer: 1.7; Yfh1-depleted yeast: inactive; Dynein cargo inh: 0.79; WT yeast gro inh mutant strain: 15; Dynein cargo inh cytoplasmic EGFP: 0.014; Dynein cargo inh nuclear GR-EGFP: 0.61; Dynein cargo inh cell count: -0.033; Insulin prom up cell count: 940; Lipid droplet cells 6.5 µM: 776; bCat nuc transl cell count 5 µM: 1201; MT stabilizer Hoechst-high %: 1.5; MT stabilizer cytotoxicity %: 7.0; Autophagy mod cell loss 18 h: -4

What do the screens show for `C(=C\c1ccccc1)/CN1CCN(Cc2nc(Cc3ccccc3)no2)CC1`?
Autophagy mod: inactive; Lipid droplet: -18; HEK293 NOD2/NF-kB: 7%; WT yeast gro inh: 21; Insulin prom up: 0.2; bCat nuc transl: 2.7; MT stabilizer: 3.5; Yfh1-depleted yeast: inactive; Dynein cargo inh: 0.09; WT yeast gro inh mutant strain: 2; Dynein cargo inh cytoplasmic EGFP: -0.24; Dynein cargo inh nuclear GR-EGFP: 0.31; Dynein cargo inh cell count: -0.24; Insulin prom up cell count: 1441; Lipid droplet cells 6.5 µM: 728; bCat nuc transl cell count 5 µM: 1012; MT stabilizer Hoechst-high %: 1.5; MT stabilizer cytotoxicity %: 6.0; Autophagy mod cell loss 18 h: 3

What do the screens show for `CC(=O)Nc1ccc(SCC(=O)OCC(=O)NC(=O)NCc2ccco2)cc1`?
Autophagy mod: inactive; HEK293 NOD2/NF-kB: -1%; WT yeast gro inh: -8; Insulin prom up: 0.48; bCat nuc transl: -4.3; MT stabilizer: 2.5; Dynein cargo inh: -0.42; WT yeast gro inh mutant strain: 1; Dynein cargo inh cytoplasmic EGFP: -0.18; Dynein cargo inh nuclear GR-EGFP: -0.045; Dynein cargo inh cell count: 1; Insulin prom up cell count: 1519; bCat nuc transl cell count 5 µM: 1007; MT stabilizer Hoechst-high %: 1.5; MT stabilizer cytotoxicity %: 12; Autophagy mod cell loss 18 h: -3

Results for COCCCNC(=S)N/N=C/c1cccc(OC)c1O ?
Lipid droplet: 2; HEK293 NOD2/NF-kB: 8%; Insulin prom up: -2.5; bCat nuc transl: -2.6; Yfh1-depleted yeast: inactive; Dynein cargo inh: -0.16; Dynein cargo inh cytoplasmic EGFP: 0.065; Dynein cargo inh nuclear GR-EGFP: -0.0083; Dynein cargo inh cell count: 0.54; Insulin prom up cell count: 917; Lipid droplet cells 6.5 µM: 660; bCat nuc transl cell count 5 µM: 1212

Results for Cc1cc(=O)[nH]c(N/N=C/c2c(C)nn(-c3ccccc3)c2C)n1 ?
Autophagy mod: inactive; Lipid droplet: 3; HEK293 NOD2/NF-kB: 1%; WT yeast gro inh: -4; bCat nuc transl: -4.3; MT stabilizer: 3.8; Yfh1-depleted yeast: inactive; Dynein cargo inh: -1.1; WT yeast gro inh mutant strain: -8; Dynein cargo inh cytoplasmic EGFP: -0.16; Dynein cargo inh nuclear GR-EGFP: -0.89; Dynein cargo inh cell count: 0.21; Lipid droplet cells 6.5 µM: 680; bCat nuc transl cell count 5 µM: 1101; MT stabilizer Hoechst-high %: 2.3; MT stabilizer cytotoxicity %: 2.6; Autophagy mod cell loss 18 h: -6

Results for O=C(OCc1nc2ccccc2s1)C1CCN(C2=NS(=O)(=O)c3ccccc32)CC1 ?
Autophagy mod: inactive; HEK293 NOD2/NF-kB: -40%; WT yeast gro inh: 18; Insulin prom up: 1.2; bCat nuc transl: 0.7; MT stabilizer: 1.0; Yfh1-depleted yeast: inactive; Dynein cargo inh: -0.83; WT yeast gro inh mutant strain: 6; Dynein cargo inh cytoplasmic EGFP: -0.2; Dynein cargo inh nuclear GR-EGFP: -0.41; Dynein cargo inh cell count: 0.79; Insulin prom up cell count: 1245; bCat nuc transl cell count 5 µM: 1139; MT stabilizer Hoechst-high %: 2.7; MT stabilizer cytotoxicity %: 13; Autophagy mod cell loss 18 h: -9

How did CC1CCCC(NC(=O)CCn2c(=O)oc3ccccc32)C1C (stereo not drawn) do in these assays?
Autophagy mod: inactive; HEK293 NOD2/NF-kB: 8%; WT yeast gro inh: 4; Insulin prom up: -0.13; bCat nuc transl: -0.6; MT stabilizer: 1.8; Yfh1-depleted yeast: inactive; Dynein cargo inh: 0.66; WT yeast gro inh mutant strain: 19; Dynein cargo inh cytoplasmic EGFP: -0.21; Dynein cargo inh nuclear GR-EGFP: 0.29; Dynein cargo inh cell count: -0.32; Insulin prom up cell count: 1627; bCat nuc transl cell count 5 µM: 1341; MT stabilizer Hoechst-high %: 2.1; MT stabilizer cytotoxicity %: 11; Autophagy mod cell loss 18 h: -10

Results for Oc1ccc2ccccc2c1C=Nc1ccccc1 ?
Lipid droplet: 2; HEK293 NOD2/NF-kB: 18%; Insulin prom up: -0.52; bCat nuc transl: 1.3; Yfh1-depleted yeast: inactive; Dynein cargo inh: -0.6; Dynein cargo inh cytoplasmic EGFP: -0.19; Dynein cargo inh nuclear GR-EGFP: -0.39; Dynein cargo inh cell count: 0.69; Insulin prom up cell count: 1081; Lipid droplet cells 6.5 µM: 795; bCat nuc transl cell count 5 µM: 1229

How did CCOc1ccc(N2C(=O)CC(n3ccc(C)n3)C2=O)cc1 (stereo not drawn) do in these assays?
Autophagy mod: inactive; Lipid droplet: 9; HEK293 NOD2/NF-kB: 12%; WT yeast gro inh: -7; Insulin prom up: 0.03; bCat nuc transl: -1.4; MT stabilizer: 3.8; Yfh1-depleted yeast: inactive; Dynein cargo inh: -0.41; WT yeast gro inh mutant strain: -4; Dynein cargo inh cytoplasmic EGFP: -0.11; Dynein cargo inh nuclear GR-EGFP: -0.26; Dynein cargo inh cell count: 0.67; Insulin prom up cell count: 1166; Lipid droplet cells 6.5 µM: 731; bCat nuc transl cell count 5 µM: 1243; MT stabilizer Hoechst-high %: 2.2; MT stabilizer cytotoxicity %: 6.7; Autophagy mod cell loss 18 h: 24

Results for COc1cccc(CNC(=O)C2CCCN(S(=O)(=O)c3c(C)n[nH]c3C)C2)c1 (stereo not drawn) ?
Autophagy mod: inactive; HEK293 NOD2/NF-kB: 20%; WT yeast gro inh: -6; Insulin prom up: 0.64; bCat nuc transl: -0.4; MT stabilizer: 1.9; Yfh1-depleted yeast: inactive; Dynein cargo inh: -0.079; WT yeast gro inh mutant strain: 9; Dynein cargo inh cytoplasmic EGFP: -0.19; Dynein cargo inh nuclear GR-EGFP: 0.13; Dynein cargo inh cell count: 0.4; Insulin prom up cell count: 1578; bCat nuc transl cell count 5 µM: 1010; MT stabilizer Hoechst-high %: 1.5; MT stabilizer cytotoxicity %: 6.5; Autophagy mod cell loss 18 h: 2
